Compound activity: PubChem, Sanford-Burnham Center for Chemical Genomics
Rat MKP-3 inhibitors – MKP-3 phosphatase inhibitors, primary screen, biochemical, rat enzyme, in vitro (AID 425) | inhibition, % at 20 µM, or IC50 in µM where a hit was titrated | recombinant MKP-3 phosphatase activity, fluorescence; higher % means a stronger effect | hit rate 0.17% among 110,000; in the data active = inhibition above about 50%;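 note: plate controls were vehicle for no effect and reference inhibitor for full effect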
Hsp70 inhibitors – Hsp70 inhibitors, probe displacement, primary screen, biochemical, fluorescence polarization (AID 583). displacement, % at 20 µM; hits with a dose series show IC50 in µM. hit rate 0.06% among 140,000. Hsp70 fluorescence polarization probe displacement, mP; higher % means a stronger effect; in the data active = displacement above about 50%;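 note: plate controls were vehicle for no effect and reference ligand for full effect; a part of the inactive calls stands beside numbers as strong as those of hits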
* marks the source's active call; other numbers are inactive results; · = not tested or not shown; & = joins results of further samples. A portion of the library (hit frequency here may not be typical).

Hsp70 inhibitors	Rat MKP-3 inhibitors	Molecule
2.6%	·	CCCOc1ccc(C(=O)N/N=C/c2ccc(-c3ccc(S(=O)(=O)Nc4ncccn4)cc3)o2)cc1
-10%	·	Nc1c(C(=O)C2CC2)sc2nc(-c3ccccc3)cc(C(F)(F)F)c12
3.8%	·	CCOC(=O)c1ccc(NCc2ccncc2)cc1
5.6%	·	COc1ccc(C(C)n2c(C)c3c(C)nnc(C)c3c2C)cc1 (centres undefined)
-0.6%	-16%	CCN(CC)c1ccc(C2C(C(=O)OCCOC)=C(C)NC3=C2C(=O)CC(C)(C)C3)cc1 (centres undefined)
-0.3%	4%	Cc1ccc(CC23CN4CCN(CC(C4)C2O)C3)c(C)c1 (centres undefined)
-4.2%	·	O=C(OCc1ccccc1)C1=[N+]([O-])OC(C(=O)OCc2ccccc2)C1c1c[nH]c2ccccc12 (centres undefined)
-4.8%	-7%	O=C(C(c1ccccc1)c1ccccc1)N(Cc1ccco1)C1CCS(=O)(=O)C1 (centres undefined)
-1.1%	-3%	Cc1noc(C)c1S(=O)(=O)N(CC(=O)NCc1ccc(Cl)cc1)c1ccc2c(c1)OCO2
4.1%	-13%	O=C(Nc1ccc(N2CCN(c3ccc(O)cc3)CC2)cc1)Oc1ccccc1
0.2%	1.1µM*	N#Cc1c(N2CCCC2)nc(N)c2c(N)nc(N3CCCC3)cc12
0.4%	0%	O=C(CSc1nsc(SCC(=O)N2CCCCC2)n1)N1CCCCC1
-0.2%	-3%	CCc1nnc(NC(=O)c2cccc(C(=O)Nc3nnc(CC)s3)n2)s1
4.2%	·	Cc1cc2ccccn2c1C(=O)c1ccc(Cl)cc1
-2.6%	·	Cc1ccc(C(=O)Nc2ccccc2-c2ccccc2)o1
4.2%	-6%	O=C(Nc1ccc(Cl)c(C(F)(F)F)c1)C1CCCN(S(=O)(=O)c2cnc[nH]2)C1 (centres undefined)
-5.5%	0%	CC(C)(C)c1cc(C(=O)N/N=C/c2ccc(Br)cc2)n[nH]1
-2.9%	-8%	O=P(O)(CCc1ccncc1)CN1CCCCC1
-16%	-3%	O=C(CCN1C(=O)/C(=C\c2cccs2)SC1=S)Nc1cccc(C(F)(F)F)c1
-1.4%	-1%	COc1cc(C)nc(N2CCCC(C(=O)Nc3cccc(Cl)c3C)C2)n1 (centres undefined)
-5.2%	0%	Cc1cc(Nc2ccc(Br)cc2F)n2ncnc2n1
3.0%	-4%	O=C(Nc1ccncc1)C1(c2ccccc2)CCCC1
0.5%	-3%	COc1cccc(N(CC(=O)Nc2cccc(F)c2)S(C)(=O)=O)c1
-1.8%	4%	COC(=O)c1cc(C(=O)N2CCCC2)cc([N+](=O)[O-])c1
-3.3%	8%	COc1ccc(C2CC(c3ccc(C)cc3)=NN2C(C)=O)cc1 (centres undefined)
-2.1%	·	Cc1cccc(NC(=O)CSc2nnc(Cn3cnc4ccccc43)o2)c1
·	-3%	CCOC(=O)C1CCCN(C(=O)CN2CCN(Cc3ccc(Cl)cc3)C2=O)C1 (centres undefined)
2.9%	0%	COc1ccc(N(CC(=O)Nc2ccccc2)S(C)(=O)=O)cc1Cl
-0.2%	-6%	O=C(C1CCC(Cn2c(=O)[nH]c3ccccc3c2=O)CC1)N1CCN(c2ccccc2)CC1 (centres undefined)
4.5%	6%	CSc1ccc(/C=C(\NC(=O)c2ccc(C)cc2)C(=O)Nc2cccc(C)c2)cc1
10%	·	Cc1ccc(Cn2ccc(=O)c(OCc3ccccc3)c2C)cc1
0.3%	3%	COc1ccc(-c2csc(N3CCC(C(N)=O)(N4CCCCC4)CC3)n2)cc1
10%	5%	CC(C)Cn1c(N)c(C(=O)COC(=O)C2=COCCO2)c(=O)n(C)c1=O
7.1%	-12%	COCCNC(=O)C(C)OC(=O)c1nsc(Cl)c1Cl (centres undefined)
2.5%	-1%	CCOc1ccc(NS(=O)(=O)Cc2ccccc2)cc1
3.5%	0%	Cn1c(=O)c(=O)n(C)c2cc(S(=O)(=O)Nc3ccc4c(c3)OCCO4)ccc21
1.4%	1%	Cc1ccc2nc(Nc3nc(C)cc(C)n3)[nH]c2c1
5.2%	-7%	CCCCn1ccnc1C(=O)c1ccc(S(=O)(=O)N(CCOC)CCOC)cc1
2.9%	-9%	COc1ccc(C(O)C(CN2CCOCC2)c2ccccc2)cc1F (centres undefined)
1.5%	-13%	COc1ccc(OC)c(NC(=O)C2CCN(c3ncccn3)CC2)c1
0.4%	-14%	CCC(c1nnnn1Cc1ccco1)N(CCN1CCOCC1)Cc1cc2cc(C)ccc2[nH]c1=O (centres undefined)
-2.5%	4%	Clc1ccc(/C=N/n2cnnc2)cc1
4.0%	1%	Cc1c(C(=O)O/N=C(\N)c2ccccn2)cccc1[N+](=O)[O-]
1.2%	0%	O=C(c1ccncc1)N1CCN(C(=O)c2cccc(Cl)c2)CC1
-1.3%	·	Cc1cc(=O)oc(C)c1C(=O)Nc1c(C)n(C)n(-c2ccccc2)c1=O
3.1%	·	COc1cccc(C(C(=O)NC2CCCC2)N(Cc2ccc(C)cc2)C(=O)c2ccco2)c1OC (centres undefined)
-2.3%	·	c1ccc(Nc2nc(N3CCCCC3)nc(N3CCCCC3)n2)cc1
1.1%	2%	COC(=O)c1c(N)sc2c1CCC(c1ccccc1)C2 (centres undefined)
-0.7%	5%	COc1ccc2[nH]c(C)c(CN3CCCC(C)C3)c(=O)c2c1 (centres undefined)
2.1%	-2%	NC(=O)c1nn(-c2ccccc2)nc1NC(=O)CN1CCCCC1

Full records, quoted from the list. Order of values: Hsp70 inhibitors | Rat MKP-3 inhibitors
Shown for COc1ccc(C(O)C(CN2CCOCC2)c2ccccc2)cc1F (centres undefined) = 2.9% | -9%
Shown for COc1ccc(-c2csc(N3CCC(C(N)=O)(N4CCCCC4)CC3)n2)cc1 = 0.3% | 3%

New compounds follow
Hsp70 inhibitors	Rat MKP-3 inhibitors	Molecule
1.0%&-2.0%	-2%&3%	CC1CN(CC(O)COc2ccccc2C(C)(C)C)CC(C)O1 (centres undefined)
-2.5%	-4%	N#C/C(Cn1c[n+](NC(=O)Nc2ccccc2)cn1)=N/O
1.0%	-7%	CCOc1ccc(C(=O)NCCn2cc(SCC(=O)Nc3cc(C)on3)c3ccccc32)cc1
1.2%	0%	O=C(CSc1nnnn1-c1ccccc1)Nc1ccccc1
-2.7%	-1%	COc1ccc(N(CC(=O)Nc2ccccc2Br)S(C)(=O)=O)cc1
-2.4%	-4%	CC(C)CNC(=O)C1CCCN(S(=O)(=O)c2ccc(-n3cnnn3)cc2)C1 (centres undefined)
-1.5%	0%	O=C(Nc1ccccc1)Nc1ccc(S(=O)(=O)N2CCc3ccccc32)cc1
1.1%	-2%	COc1cccc(-c2cc(C(=O)N3CC4(C)CC3CC(C)(C)C4)no2)c1 (centres undefined)
0.2%	-1%	CC(=O)Oc1ccc(-c2cccc(C(=O)NCc3ccccc3)c2)cc1
-0.1%	-6%	COc1ccc(OC)c(NC(=O)c2cc(Cl)c(OC)c(Cl)c2)c1
·	2%	O=C(Cn1cnc2c(oc3ccccc32)c1=O)N1CCCc2ccccc21
3.8%	-6%	CC(C)c1ccc(C(=O)Nc2cc(Cl)cc(Cl)c2)cc1
-5.7%	-6%	CCN(CC)c1ccc(NC(=O)CC2Oc3ccccc3NC2=O)c(C)c1 (centres undefined)
-2.3%	-10%	CC(=O)Nc1cccc(NC(=O)CSc2nn3c(=O)c(C)nnc3s2)c1
-4.7%	-6%	c1ccc(-c2n[nH]nc2-c2ccccc2)cc1
-0.4%	0%	O=C1CC(c2ccc3c(c2)OCO3)c2ccc3ccccc3c2N1 (centres undefined)
-2.2%	4%	Cc1ccc(S(=O)(=O)NC(c2ccccc2)c2ccc(Br)cc2)cc1[N+](=O)[O-] (centres undefined)
2.7%	-2%	O=C(COC(=O)c1cccnc1)Nc1ccc(F)cc1
-3.5%	1%	CC(C)(C)OC(=O)N1CC(O)CC1C(=O)NC1CCCCC1 (centres undefined)
-0.7%	-12%	c1csc(-c2nn3c(Cn4nnc5ccccc54)nnc3s2)c1
0.1%&-2.8%	-9%&2%	CCN1CCn2c3c(c4cc(C)ccc42)CCCC31 (centres undefined)
0.6%	0%	CN(c1ccccc1C(=O)NCc1ccco1)S(C)(=O)=O
-3.6%	5%	O=c1cc(CO)oc(CN2CCCC2)c1O
-0.2%	1%	CC(C)(C)c1cc(N2C(=O)C(=O)/C(=C(\O)c3ccccc3)C2c2ccccc2F)no1 (centres undefined)
-3.8%	5%	Cc1no[n+]([O-])c1COc1ccc(/C=C2\SC(=S)NC2=O)cc1
1.6%	7%	Cc1nn(-c2ccccc2)c2sc(C(=O)OC3CCOC3=O)cc12 (centres undefined)
-8.2%	-8%	COc1cccc(N2CCN(C(=O)CN(c3ccc(C)cc3)S(=O)(=O)c3c(C)n[nH]c3C)CC2)c1
-1.6%	4%	COc1ccc(-c2nc3cc(NC(=O)c4ccc([N+](=O)[O-])cc4Cl)ccc3o2)cc1OC
-3.4%	-11%	CC(=O)N1C(=O)C2(Nc3ccccc3N2)c2ccccc21
2.2%	4%	CCN(CCCNC(=O)CCCn1c(=O)[nH]c2ccccc2c1=O)c1cccc(C)c1
8.2%	-2%	Cc1cccc(-c2nc3cc(NC(=O)Cc4ccccc4)ccc3o2)c1
9.7%	·	Cc1nn(C(C)c2n[nH]c(=S)n2-c2cccc(Cl)c2)c(C)c1[N+](=O)[O-] (centres undefined)
0.9%	4%	NS(=O)(=O)c1cccc(NC(=O)c2cc3ccccc3o2)c1
-6.1%	-4%	COc1ccc(-n2c(Cc3cccn3C)nnc2SCC(=O)Nc2ccc(F)cc2F)cc1
-4.0%	·	CC(=O)Nc1nc(C)c(C(C)=O)s1
-2.6%	3%	CC(C)[N+](C)(CCOC(=O)C1c2ccccc2Oc2ccccc21)C(C)C
5.6%	·	COc1ccc(-c2noc(-c3ccc4c(c3)OCO4)n2)cc1
-0.1%	-7%	CCC(=O)N1CCN(c2ccccc2NC(=O)COc2ccccc2Cl)CC1
3.4%	-4%	Cc1ccc(N(C(=O)C(Cl)(Cl)Cl)C2C=CS(=O)(=O)C2)cc1 (centres undefined)
-8.2%	1%	Cc1cc([N+](=O)[O-])c(-c2ccc(/C=C3/Sc4ccccc4C3=O)o2)cc1Cl
0.4%	-4%	O=C1CCC(=O)N1CN(Cc1ccco1)CN1C(=O)CCC1=O
-1.0%	·	Cc1ccc(S(=O)(=O)N2CCN(C(=O)N(c3ccccc3)c3ccccc3)CC2)cc1
0.2%	1%	Cc1ccc(Nc2ccc([N+](=O)[O-])ccc2=O)cc1
-5.0%&0.3%	-20%&2%	COc1ccc(-c2cc(-c3ccccc3O)[nH]n2)cc1OC
0.9%	·	Cc1ccc(Cc2nnc3n(-c4ccccc4)nc(C(=O)c4ccccc4)n3c2=O)cc1
0.2%	-9%	Cc1nnc(SCc2ccc(CC(=O)O)cc2)o1
-0.4%	-1%	C/C(=N\Nc1nnc2c(n1)[nH]c1ccc(C)cc12)c1ccccn1
-3.5%	·	Cc1ccccc1OCCn1c(=O)sc2ccccc21
-1.8%	2%	CC1Cc2ccccc2N1C(=O)c1cccnc1 (centres undefined)
-0.4%	2%	CC(=O)NC(c1ccc(Cl)cc1)c1c(O)ccc2ccccc12 (centres undefined)

(further entries)
Hsp70 inhibitors	Rat MKP-3 inhibitors	Molecule
7.1%	0%	COc1ccc(/C=C2\SC(=S)N(CCCC(=O)Nc3ncc(Cc4cccc([N+](=O)[O-])c4)s3)C2=O)cc1OC
3.8%	11%	O=C(Nc1cccc(-c2cn3cccnc3n2)c1)c1ccc2c(c1)OCO2
2.5%	0%	CCOCCOC(=O)C1=C(C)NC(=O)NC1c1ccccc1OCc1ccccc1 (centres undefined)
-4.9%	8%	Cc1ccc(Nc2ccc([N+](=O)[O-])c3nonc23)cc1
1.4%	1%	Cc1cccc(OCC(=O)O/N=C(\N)c2cccc(C)c2)c1
-3.2%	1%	COc1cccc(C2C(C(=O)OCc3ccccc3)=C(C)NC3=C2C(=O)CCC3)c1OC (centres undefined)
-0.6%	-2%	CCCCSc1nnc2n(CCc3ccccc3)c(=O)c3c4c(sc3n12)COC(C)(C)C4
-3.2%	·	O=S(=O)(c1ccc(F)cc1)N1CCC(N2CCCCCC2)CC1
4.4%	·	CC(=O)Nc1c(Br)cc(N2C(=O)CCC2=O)cc1Br

Some of the entries so far, as tab-separated lines:
SMILES	Hsp70 inhibitors	Rat MKP-3 inhibitors
CC(=O)Nc1c(Br)cc(N2C(=O)CCC2=O)cc1Br	4.4%	·
O=C(Nc1cccc(-c2cn3cccnc3n2)c1)c1ccc2c(c1)OCO2	3.8%	11%
Cc1cccc(OCC(=O)O/N=C(\N)c2cccc(C)c2)c1	1.4%	1%
COc1ccc(/C=C2\SC(=S)N(CCCC(=O)Nc3ncc(Cc4cccc([N+](=O)[O-])c4)s3)C2=O)cc1OC	7.1%	0%

A draw from above in order of formula weight, ascending.
Hsp70 inhibitors	Rat MKP-3 inhibitors	Molecule
0.2%	1%	Cc1ccc(Nc2ccc([N+](=O)[O-])ccc2=O)cc1
-5.0%&0.3%	-20%&2%	COc1ccc(-c2cc(-c3ccccc3O)[nH]n2)cc1OC
-2.3%	·	c1ccc(Nc2nc(N3CCCCC3)nc(N3CCCCC3)n2)cc1
-0.7%	-12%	c1csc(-c2nn3c(Cn4nnc5ccccc54)nnc3s2)c1
-5.5%	0%	CC(C)(C)c1cc(C(=O)N/N=C/c2ccc(Br)cc2)n[nH]1
-6.1%	-4%	COc1ccc(-n2c(Cc3cccn3C)nnc2SCC(=O)Nc2ccc(F)cc2F)cc1
